Assay outcomes: PubChem, several laboratories
Bfl-1 inhibitors: Bfl-1 inhibitors, primary screen, biochemical, fluorescence polarization, FITC-Bid, mouse (AID 432); Bcl-2-related protein A1 (Mus musculus); 0.02% of 64,000 active; FITC-Bid BH3 peptide fluorescence polarization displacement; higher % means a stronger effect; displacement, % at 20 µM; hits with a dose series show IC50 in µM; in the data active = a potency from the dose series; inactive = the rest, 99 in 100 with displacement below about 15%; note: strong numbers were not always called active
DPM-DC inhibit: S. pneumoniae DPM-DC inhibitors, primary screen, biochemical, PK/LDH-coupled NADH fluorescence; diphosphomevalonate decarboxylase (Streptococcus pneumoniae D39); purified DPM-DC; calls only at 10 µM; 0.49% of 65,000 active;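 active = the 320 compounds with the highest percent inhibition in the single-dose primary screen, excluding strongly autofluorescent ones, cut at about 32% in these data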;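 note: kinetic rate of NADH fluorescence loss reporting ADP formed by the decarboxylase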
HPDE-C7K KRASV12: cytotoxicity in KRAS-transformed pancreatic duct cells, primary screen, cell-based, fluorescence, HTS (AID 431). HPDE-C7K KRASV12 cells, Alamar Blue viability, 48 h; higher % means a stronger effect. cytotoxicity, % at 10 µM, or EC50 in µM where a hit was titrated. 1.7% of 63,000 active;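 active = compounds whose percent cytotoxicity in the single-dose primary screen, scaled between solvent and toxic-drug controls, exceeds 50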;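 note: 0% = DMSO solvent wells and 100% = doxorubicin-treated wells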
Alkaline phosphatase: human TNAP enzyme inhibitors, biochemical, luminescent (AID 518); purified TNAP enzyme, luminescent substrate readout; higher % means a stronger effect; inhibition, % at 20 µM; hits with a dose series show IC50 in µM; 0.09% of 64,000 active; in the data active = a potency from the dose series; inactive = the rest, 99 in 100 with inhibition below about 22%;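 note: plate controls were vehicle for no effect and reference inhibitor for full effect; many of its hits are not listed in these tables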
HPDE-C7 cytotoxicity: cytotoxicity in HPDE-C7 cells, cell-based, fluorescence, HTS (AID 430). 1.8% of 63,000 active. HPDE-C7 pancreatic duct cells viability, fluorescence; higher % means a stronger effect. one-dose cytotoxicity, % at 10 µM; EC50 in µM for titrated hits;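 note: cells exposed to compound for 48 hours before viability readout; 0% = vehicle and 100% = reference cytotoxic drug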
HT1080 viability: cytotoxicity in HT1080 fibrosarcoma cells, cell-based, fluorescence readout (AID 620); HT1080 viability, fluorescence; higher % means a stronger effect; cytotoxicity, % at 10 µM, or EC50 in µM where a hit was titrated; 0.42% of 87,000 active;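 note: cells exposed to compound overnight then 4 h with Alamar Blue; 0% = vehicle DMSO and 100% = killing control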
LYP inhibition: LYP phosphatase inhibitors, primary screen, biochemical, DiFMUP fluorescence, recombinant catalytic domain, 10 µM (AID 606); inhibition, % at 10 µM; hits with a dose series show IC50 in µM; Tyrosine-protein phosphatase non-receptor type 22 (Homo sapiens); recombinant LYP catalytic domain, DiFMUP fluorescence; higher % means a stronger effect; 52,000 tested, under 10 active;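 active = IC50 under 40 µM in the dose-response test; inactive = IC50 of 40 µM or more, or never dose-tested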
Spn PMK inh: S. pneumoniae PMK inhibitors, primary screen, biochemical, mevalonate pathway, pilot trial included. purified PMK, PK/LDH-coupled NADH absorbance 340 nm. inhibition, % at 10 µM. 0.49% of 65,000 active. phosphomevalonate kinase (Streptococcus pneumoniae D39);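 active = top-ranked compounds by inhibition in the single 10 µM screen, taking a fixed number of the strongest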;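 note: 0% = full reaction with DMSO carrier and 100% = background rate without enzyme reaction; no value below 0 was filed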
Spn MK inh: S. pneumoniae MK inhibitors, primary screen, biochemical, PK/LDH-coupled NADH absorbance; inhibition, % at 10 µM; 0.48% of 65,000 active; mevalonate kinase [Streptococcus pneumoniae D39]; purified MK, PK/LDH-coupled NADH absorbance 340 nm;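 active = ranked among the strongest by inhibition in the single 10 µM screen, a fixed top-ranked set picked for dose follow-up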; note: no value below 0 was filed
Spn PMK inh pilot replicates: second read-out of Spn PMK inh, no call of its own (marks repeat the call); inhibition, %; measured here: pilot screen replicates
Spn MK inh pilot replicates: also measured in Spn MK inh; calls as there; inhibition, %; measured here: pilot screen replicates
DPM-DC inhibit pilot screen %: recorded beside DPM-DC inhibit, whose call it bears; inhibition, %; measured here: pilot screen trials
Numbers without * were called inactive; i = inactive; . = not tested or not shown. Cut-off read from the data, not from the text of the source, unless noted: active = cytotoxicity above about 50%; inactive = the rest. Hits appear at their usual frequency. About 3.6% of those tested had a hit in this group.

The opening 5 records as a preview:
SMILES	Bfl-1 inhibitors	DPM-DC inhibit	HPDE-C7K KRASV12	Alkaline phosphatase	HPDE-C7 cytotoxicity	HT1080 viability	LYP inhibition	Spn PMK inh	Spn MK inh	others
Cn1c(=O)[nH]c(=O)c2[nH]c(NCCCN3CCOCC3)nc21	1%	i	-14%	11%	-14%	-11%	4%	0	5	Spn PMK inh pilot replicates=2.5;Spn MK inh pilot replicates=3.5;DPM-DC inhibit pilot screen %=1.5
CCC(Sc1nc(=O)cc(N)n1-c1cccc(C)c1)C(=O)Nc1cc(C)on1 (stereo not drawn)	-2%	i	4%	6%	6%	6%	9%	8	8
CN1CCN(C(=O)N2CCNC2=O)CC1	2%	i	-23%	10%	-19%	-2%	-1%	21	17
O=C(N1CCOCC1)N1CCC(n2nnc3cc(F)ccc32)CC1	16%	i	-12%	10%	-8%	0%	11%	5	3
C/C(NCC(C)(C)CN(C)C)=C(/C#N)C(=O)NCc1ccccc1	4%	i	6%	-4%	-15%	-16%	.	9	1

The list itself, from the first entry:
SMILES	Bfl-1 inhibitors	DPM-DC inhibit	HPDE-C7K KRASV12	Alkaline phosphatase	HPDE-C7 cytotoxicity	HT1080 viability	LYP inhibition	Spn PMK inh	Spn MK inh	others
Cn1c(=O)[nH]c(=O)c2[nH]c(NCCCN3CCOCC3)nc21	1%	i	-14%	11%	-14%	-11%	4%	0	5	Spn PMK inh pilot replicates=2.5;Spn MK inh pilot replicates=3.5;DPM-DC inhibit pilot screen %=1.5
CCC(Sc1nc(=O)cc(N)n1-c1cccc(C)c1)C(=O)Nc1cc(C)on1 (stereo not drawn)	-2%	i	4%	6%	6%	6%	9%	8	8
CN1CCN(C(=O)N2CCNC2=O)CC1	2%	i	-23%	10%	-19%	-2%	-1%	21	17
O=C(N1CCOCC1)N1CCC(n2nnc3cc(F)ccc32)CC1	16%	i	-12%	10%	-8%	0%	11%	5	3
C/C(NCC(C)(C)CN(C)C)=C(/C#N)C(=O)NCc1ccccc1	4%	i	6%	-4%	-15%	-16%	.	9	1
Cc1ccc(Sc2oc(/C=N/n3cnnc3)cc2Br)cc1	-2%	i	-2%	6%	-2%	-2%	-5%	14	5
COc1ccccc1N1CCN(Cc2nc(N)nc(Nc3ccc(C)c(Cl)c3)n2)CC1	-9%	i	36%	11%	27%	24%	10%	6	2	Spn PMK inh pilot replicates=4.5;Spn MK inh pilot replicates=0.0;DPM-DC inhibit pilot screen %=2.5
CS(=O)(=O)N(Cc1ccccc1)c1ccc(C(=O)NC2CCCCC2O)cc1 (stereo not drawn)	-2%	i	-5%	7%	-6%	4%	-3%	0	0
c1nc(N2CCC3(CC2)OCCO3)c2c3c(sc2n1)CCCC3	-9%	i	-12%	-7%	-9%	-34%	-3%	11	5
COc1ccc(CNC(=O)c2cc3c(=O)n4ccccc4nc3n(Cc3ccco3)c2=N)cc1	16%	i	21%	17%	18%	1%	.	5	1	Spn PMK inh pilot replicates=2.0;Spn MK inh pilot replicates=0.0;DPM-DC inhibit pilot screen %=5.0
O=C(CCn1c(=O)c2sccc2n(CC(=O)OCc2ccccc2)c1=O)NCc1ccco1	-10%	i	-13%	3%	-4%	32%	0%	20	7
COc1ccccc1-c1nnc(SCC(=O)O)n1C	-2%	i	4%	4%	-4%	9%	18%	16	0
CN(C)C(=O)Cn1nc(-c2ccccc2)c2ccccc2c1=O	2%	i	-13%	0%	-6%	-1%	5%	0	8
N#Cc1c(-c2ccc3c(c2)OCO3)csc1N	10%	i	31%	15%	25%	-2%	.	2	0	Spn PMK inh pilot replicates=1.0;Spn MK inh pilot replicates=1.0;DPM-DC inhibit pilot screen %=2.0
CCOc1ccc(S(=O)(=O)N2CCc3ccccc3C2)cc1	-2%	i	13%	17%	2%	6%	14%	7	5
COC(=O)C1=CNC=C(C(=O)OC)C1c1cccc(OC)c1	2%	.	-6%	2%	-10%	2%	-7%	10	6
CCOC(=O)c1oc2ccc(S(=O)(=O)Nc3ccc4c(c3)n(C)c(=O)n4C)cc2c1C	1%	i	50%	2%	36%	17%	13%	11	2
Cc1cc(C)n(S(=O)(=O)c2ccc(C(C)(C)C)cc2)n1	-11%	i	-5%	5%	5%	-8%	-7%	7	3
CCN(C(=O)c1cnc2scc(C)n2c1=O)c1ccccc1C	2%	i	-10%	-14%	-13%	-6%	-6%	6	5
Cc1ccc(Cl)cc1N1CCN(S(=O)(=O)c2cnc[nH]2)CC1	-1%	i	-7%	-2%	-7%	1%	8%	7	8
CC(=O)Nc1ccc(S(=O)(=O)NCCNC(=O)c2ccccc2F)cc1	-3%	i	7%	3%	-8%	-4%	67%	1	4
N#CCCCn1c(-c2ccccc2)noc1=O	12%	i	-7%	14%	-12%	0%	6%	0	7
CCOC(=O)c1[nH]c2ccc(F)cc2c1NC(=O)CN1CCN(C/C=C/c2ccccc2)CC1	-5%	i	65%*	6%	65%*	9%	11%	11	9
Cc1cc(=O)oc2cc(OC(C)C(=O)Nc3nccs3)ccc12 (stereo not drawn)	-5%	i	-10%	-1%	-9%	5%	2%	9	8
Cc1oc(-c2ccccc2Cl)cc1-c1nn2c(-c3ccco3)nnc2s1	10%	i	-21%	8%	-10%	2%	4%	0	9
O=C(NC(C(=O)c1ccccc1)N1CCOCC1)c1ccccc1 (stereo not drawn)	-2%	i	-14%	10%	-20%	-4%	.	11	4
CCOc1ccc(NC(=O)N(C2CCCCCC2)C2CCN(C(C)=O)CC2)cc1	-10%	i	5%	8%	-2%	0%	23%	16	0
Cc1cccc(OCc2nnc(N)s2)c1	-1%	i	2%	7%	0%	0%	-8%	0	9
O=C(CCc1ccccc1)NCc1ccccn1	-10%	i	-26%	12%	-9%	26%	10%	0	0
CCOC(=O)c1cnc(-n2nc(C)cc2C)nc1Nc1cccc(C(=O)O)c1	-3%	i	.	14%	.	-10%	6%	15	3
COc1ccc(S(=O)(=O)N2CCN(C)CC2)cc1Br	-7%	i	0%	14%	0%	-6%	9%	1	5
CC(NC(=O)COc1ccccc1)C(=O)OCC(=O)c1cc2ccccc2o1 (stereo not drawn)	-5%	i	-3%	6%	10%	5%	11%	10	7
Cc1cccc(-c2noc(CN(C(=O)CCc3ccccc3)C(C)C)n2)c1	-10%	i	-17%	6%	-16%	-6%	5%	2	3
CCCS(=O)(=O)NCc1ccc2c(c1)cc(C)n2C	.	i	.	.	.	4%	-9%	3	2
O=C(NCCc1cn2ccsc2n1)c1cccs1	12%	i	-12%	10%	-5%	0%	9%	6	0
O=C(NCc1cccnc1)c1ccc(=O)oc1	-2%	i	-5%	19%	-3%	-7%	14%	10	1	Spn PMK inh pilot replicates=3.5;Spn MK inh pilot replicates=0.0;DPM-DC inhibit pilot screen %=6.0
O=C1NC(=O)C(c2cn(-c3ccccc3)nc2-c2ccc(F)cc2)N1 (stereo not drawn)	-4%	i	12%	10%	0%	2%	-30%	2	1
Cc1ccc(Cn2c(=O)c3c(nc4n3CCCN4Cc3ccccc3)n(C)c2=O)cc1	-10%	i	19%	5%	15%	-1%	6%	11	11
COc1ccc(-n2nc3c(c2NC(=O)C2CC2)CS(=O)C3)cc1 (stereo not drawn)	0%	i	6%	3%	-2%	3%	18%	9	7
CCOc1ccc2oc(-c3ccccc3)c(C(=O)N3CCN(CCO)CC3)c2c1	-1%	.	1%	6%	4%	5%	14%	6	1	Spn PMK inh pilot replicates=5.0;Spn MK inh pilot replicates=6.0
Cc1nnc(SCCC#N)n(CCC#N)c1=O	-11%	i	-8%	-7%	-3%	-2%	3%	0	0
CN(Cc1nc(-c2cccnc2)no1)S(=O)(=O)c1ccccc1	-6%	i	-9%	0%	-5%	1%	10%	9	8
CC12CCC(C(=O)O)(c3nc(C#N)c(C#N)nc31)C2(C)C (stereo not drawn)	2%	i	9%	11%	-10%	1%	-3%	12	14	Spn PMK inh pilot replicates=0.0;Spn MK inh pilot replicates=2.0;DPM-DC inhibit pilot screen %=1.5
Cc1ccc2c(CC(=O)Nc3nc(C)cs3)coc2c1	-7%	i	-28%	12%	-24%	10%	.	3	6
CCOC(=O)c1[nH]c2ccc(OC)cc2c1NC(=O)CCN1CCC(C)CC1	2%	.	-7%	15%	11%	34%	11%	1	0	Spn PMK inh pilot replicates=3.0;Spn MK inh pilot replicates=1.0
CCOC(=O)c1c(C)[nH]c(C)c1C(=O)Cn1nnc(-c2ccccc2C)n1	4%	i	34%	9%	27%	3%	-5%	0	0
O=C(COC(=O)c1ccccn1)Nc1c(Cl)cccc1Cl	5%	i	4%	4%	4%	-1%	.	9	0
c1ccc(-c2noc(-c3cccnc3)n2)cc1	8%	i	-5%	6%	-10%	.	8%	0	5
Nc1nc(SCCOc2ccccc2)n[nH]1	-5%	i	16%	6%	3%	0%	-5%	0	0	Spn PMK inh pilot replicates=5.0;Spn MK inh pilot replicates=1.0;DPM-DC inhibit pilot screen %=0.5
O=C1C2C3CCCC3=C3CCCC3C2C(=O)N1c1ccc(Cl)cc1 (stereo not drawn)	17%	i	-10%	5%	-14%	5%	5%	0	3
COCC(C)n1c(C)cc(C(=O)Cn2c(=O)oc3ccccc32)c1C (stereo not drawn)	-6%	i	13%	8%	6%	-4%	.	12	0
CSc1nc(-c2ccccc2)ccc1C(N)=O	0%	i	-2%	8%	3%	1%	-6%	0	12
Cc1cc(=O)oc2cc(OCC3CC(c4ccc(N(C)C)cc4)=NO3)ccc12 (stereo not drawn)	-3%	i	-7%	15%	-19%	-3%	4%	15	9
CCCC(=O)C1=C(c2ccccc2)C(C#N)(C#N)C(C#N)=C1N	2%	i	9%	13%	-8%	5%	12%	2	13
O=S(=O)(c1cc(Cl)ccc1Cl)N1CCN(Cc2ccc3c(c2)OCO3)CC1	-1%	i	19%	6%	33%	-6%	4%	2	1
COc1cc2[nH]c(=O)n(CCC(=O)NC3CCN(Cc4ccccc4)CC3)c(=O)c2cc1OC	1%	i	-13%	8%	-23%	-2%	12%	27*	7
COc1cccc(Oc2cn[nH]c2-c2ccc(OC)cc2O)c1	-5%	i	81%*	-4%	73%*	19%	2%	8	9
CCCn1c(=O)c(Cc2ccccc2)c(O)c2ccccc21	1%	i	2%	7%	0%	-7%	2%	13	8
O=C(O)[C@@H]1CCCN1c1ncnc2sc3c(c12)CCC3	-9%	i	-2%	6%	0%	0%	-12%	18	4	Spn PMK inh pilot replicates=1.0;Spn MK inh pilot replicates=0.0;DPM-DC inhibit pilot screen %=1.5
COc1ccc(S(=O)(=O)Nc2nnc(C)s2)cc1	0%	i	9%	4%	5%	.	4%	30*	1
